Screening results from PubChem.
D3 antag: D3 dopamine receptor (human) antagonism; D3R cells, DiscoveRx beta-arrestin luminescence, antagonist mode; stronger effect = lower value; max response, negative = inhibition, %; 2.5% of 360,000 active; AID 652054; in the data active = max response below about -50%; inconclusive = no clear call, values can overlap the other calls; also: % is scaled to controls: 0 for no effect and ±100 for the full control effect; mostly tested at two doses, the higher about 12 µM
Target sequence (P35462 whole entry, looked up): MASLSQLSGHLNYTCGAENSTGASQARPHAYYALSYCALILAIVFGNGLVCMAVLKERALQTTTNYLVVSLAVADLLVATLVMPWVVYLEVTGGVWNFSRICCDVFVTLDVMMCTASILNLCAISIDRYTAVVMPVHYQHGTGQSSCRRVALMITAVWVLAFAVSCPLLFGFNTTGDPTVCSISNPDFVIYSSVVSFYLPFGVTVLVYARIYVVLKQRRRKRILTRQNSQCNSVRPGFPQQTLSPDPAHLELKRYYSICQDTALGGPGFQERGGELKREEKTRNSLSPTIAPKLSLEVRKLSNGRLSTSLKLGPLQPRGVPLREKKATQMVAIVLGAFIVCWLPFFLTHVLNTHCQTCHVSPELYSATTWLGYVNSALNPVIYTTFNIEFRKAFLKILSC
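Cells plated overnight at 1500 cells/well, then exposed to library compounds with dopamine controls for 90 minutes at 37 degrees C. DiscoveRx reagent added for 30–60 minutes at room temperature; luminescence read, quantitative HTS format.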
GLP1R ag: activates the human GLP-1 receptor | P43220 | HEK293 GLP-1R CRE-luciferase, luminescence, 4-6 h; cells express a hypersensitive GLP-1R form | Potency, µM (titrated, usually from 45.6 µM), for inactives: top-dose activation, hits mostly activators | 0.007% of 380,000 active | AID 624172; also: potency is read from the fitted curve at half-maximal effect; % of control where 0% means no effect
Target sequence (P43220 whole entry, looked up): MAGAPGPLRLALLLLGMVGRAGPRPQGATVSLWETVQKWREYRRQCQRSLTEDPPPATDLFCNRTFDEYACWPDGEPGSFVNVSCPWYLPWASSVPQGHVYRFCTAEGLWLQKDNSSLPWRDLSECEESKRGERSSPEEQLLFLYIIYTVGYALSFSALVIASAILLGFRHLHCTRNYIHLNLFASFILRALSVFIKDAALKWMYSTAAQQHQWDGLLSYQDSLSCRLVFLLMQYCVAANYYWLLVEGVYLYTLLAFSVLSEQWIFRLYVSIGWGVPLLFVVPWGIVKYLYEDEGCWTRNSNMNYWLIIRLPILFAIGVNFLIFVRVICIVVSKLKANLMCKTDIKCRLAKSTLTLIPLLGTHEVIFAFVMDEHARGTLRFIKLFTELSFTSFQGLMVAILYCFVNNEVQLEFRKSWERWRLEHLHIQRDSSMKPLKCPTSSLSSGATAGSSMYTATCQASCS
SW480 rerep: DNA re-replication induction in SW480 cells; SW480 DNA re-replication, Hoechst DNA content imaging, 48 h; Potency, µM (titrated, usually from 46.1 µM), inactives show at the top dose re-replication activation, hits mostly activators; 1.8% of 340,000 active; also: potency is read from the fitted curve at half-maximal effect; % of control where 0% means no effect; nearly all actives have a fitted effect of over 55% in size
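DNA re-replication was detected as more nuclei of elevated Hoechst intensity after 48 hr exposure to compound (23 nL pinned per well of 250 cells).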
KB-3-1 tox: KB-3-1 parental cell cytotoxicity | Potency, µM (top dose mostly 46.1 µM), inactives show at the highest dose activity change, negative = cytotoxic, hits mostly cytotoxic | KB-3-1 viability, CellTiter-Glo ATP luminescence, 72 h | 1.4% of 400,000 active | AID 1347075; also: potency is read from the fitted curve at half-maximal effect; % is scaled to controls: 0 for no effect and ±100 for the full control effect; nearly all actives have a fitted effect of over 60% in size
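KB-3-1 parental drug-naive adenocarcinoma cells in DMEM/10% FBS, incubated 72 h at 37 C with pin-transferred compounds across a concentration series. Viability by CellTiter-Glo luminescence; concentration-response curves fitted after normalization.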
IL-1B inflam inh: inflammasome signaling inhibition, IL-1 beta readout; activity change, % at 57.5 µM; THP-1 LPS/ATP IL-1B secretion, AlphaLISA, 16 h; stronger effect = lower value; AID 743279; 4.7% of 360,000 active; in the data active = activity change below about -50%; inconclusive = mostly about -30% to -49%; also: % is scaled to controls: 0 for no effect and ±100 for the full control effect
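Secreted IL-1B measured by AlphaLISA bead assay after 16 h compound exposure of THP-1 cells; compounds (final up to 57.5 uM) added 1 h before LPS (250 ng/mL) and ATP (1.25 mM) stimulation; lower signal means less secretion.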
KB-V1 MDR tox: kills drug-selected multidrug resistant KB-V1 cells; 3.4% of 400,000 active; Potency, µM (series often up to 46.1 µM), for inactives: at the top dose activity change, negative = cytotoxicity, actives largely listed as cytotoxic; AID 1347076; KB-V1 MDR cells viability, CellTiter-Glo, 72 h; also: potency is read from the fitted curve at half-maximal effect; % is scaled to controls: 0 for no effect and ±100 for the full control effect; nearly all actives have a fitted effect of over 60% in size
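Compound-treated KB-V1 multidrug-resistant cells, 72 h, 37 degrees C; viability by CellTiter-Glo. Fitted qHTS curves give the values.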
HT1080NT lethal: kills 2HG-producing HT-1080-NT fibrosarcoma cells | HT-1080-NT fibrosarcoma viability, CellTiter-Glo ATP luminescence, 48 h | Potency, µM (top dose mostly 46.1 µM), without a hit: at the top dose activity, negative = less viability, actives largely listed as cytotoxic | 1.6% of 360,000 active | AID 686970;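 also: NT is the 2HG producing partner of a matched IDH1 knockdown line; potency is read from the fitted curve at half-maximal effect; 0% = DMSO-treated cells and -100% = media-only wells without cells; nearly all actives have a fitted effect of over 55% in size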
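Fibrosarcoma NT cells, 750 per well in 5% FBS RPMI, were exposed to compound for 48 hours. Viability: CellTiter-Glo luminescence.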
D3 ag: agonists of human D3 dopamine receptor; P35462; D3R DiscoveRx beta-arrestin cells, luminescence, 90 min; max activation, %; 0.58% of 410,000 active; AID 652048; in the data active = max activation above about 30%; also: 0% is about no effect; mostly tested at two doses, the higher about 12 µM
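Agonist-mode cell screen: cells plated at 1500/well and incubated overnight at 37 °C, then exposed to library compounds for 90 min at 37 °C. Detection reagent was added for 30–60 min at room temperature, and luminescence was read.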
HT1080 IDH1KD tx: kills HT-1080 cells with IDH1 knockdown. HT-1080 IDH1 knockdown viability, ATP luminescence, 48 h. Potency, µM (doses to about 46.1 µM), without a hit: at the top dose activity, negative = toxicity, actives largely listed as cytotoxic. 2% of 360,000 active;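 also: potency is read from the fitted curve at half-maximal effect; 0% = DMSO wells and -100% = cell-free medium wells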
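Using the IDH1-knockdown HT-1080 line run in the same batch and compound series as the NT line, viability after 48 h at 37 °C was determined by CellTiter-Glo luminescence and expressed as % activity.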
Starred values were filed as active, the others as inactive; ? = inconclusive; · = no result given; & = joins results of further samples; [ ] = another dose, or the depositor's remark. Unless noted, calls follow the shape of the dose curve; as a rule, active = well fitted curve in the direction sought with a large enough effect; inconclusive = small, poorly fitted or top-dose-only effect, or another doubt; inactive = no such curve, though single readings can be large; an effect the other way counts as inactive or inconclusive.

SMILES | D3 antag | GLP1R ag | SW480 rerep | KB-3-1 tox | IL-1B inflam inh | KB-V1 MDR tox | HT1080NT lethal | D3 ag | HT1080 IDH1KD tx
Cc1ccc2c(c1)CO[C@]21O[C@H](CCO)C[C@H](O)[C@H]1O | -8.2 | 0.0% | · | -0.6% | 21.4 | -9.3% | 3.4% | 3.4 | -0.8%
CCN(CC)C(=O)c1ccc(NS(=O)(=O)c2ccc3[nH]c(=O)[nH]c3c2)cc1 | 14.6 | -5.5% | -0.4% | 13.7% | -6.0 | 0.0% | 9.6% | 12.5 | 10.0%
O=C(Nc1nccs1)[C@@H]1CC=C[C@@H]2CCN(Cc3ccccc3)C(=O)[C@@H]21 | 5.6 | -2.3% | 2.5% | -4.8%&-0.6% | -1.2 | ? | -4.3% | 0.0 | 5.6%
Cc1cccc(NS(=O)(=O)c2nnc(NC(=O)c3ccc(Cl)cc3)s2)c1 | -10.6 | -4.9% | -4.1% | -12.7% | -5.0 | 5.9% | -13.1% | -6.5 | -5.1%
COc1cc(/C=C2\SC(=Nc3ccccc3OC)NC2=O)ccc1O | 9.4 | 30.0% | 20.6µM* | 18.4µM* | -60.1* | ? | 4.11µM* | 22.9 | 7.31µM*
COc1ccc(-n2nnnc2C(CCSC)N2CCN(C/C=C/c3ccccc3)CC2)cc1 (centres undefined) | -126.9* | -2.5% | · | -0.9% | ? | ? | ? | -18.3 | ?
COc1ccc(N2CCN(C(=O)CCc3nnc4ccc(N5CCCC5)nn34)CC2)cc1 | 25.6 | 6.1% | -2.1% | 3.6% | 8.5 | 19.7% | 8.1% | 2.0 | 13.6%
N#Cc1cccc(NC(=O)CCC2CCCC2)c1 | ? | 1.8% | -2.7% | -6.6% | -3.7 | -1.5% | 8.6% | -4.0 | -0.8%
COC(=O)C(NC(=O)c1ccc(Cl)cc1)(Nc1nc(C)cs1)C(F)(F)F (centres undefined) | 14.6 | -0.1% | -7.4% | -6.0% | -8.2 | ? | -1.9% | -1.5 | 2.3%
COc1ccccc1C(=O)N/C(=C\c1cn(S(=O)(=O)N(C)C)c2ccccc12)C(=O)N1CCCC1 | -10.3 | 12.6% | -1.9% | 8.5% | -4.7 | -32.9% | 2.0% | 1.0 | -17.7%
COc1cccc(C#Cc2c(CO)[nH]c3ccccc23)c1 | ? | 10.0% | -9.7% | 6.4% | 18.5 | 0.0% | 0.0% | -15.3 | 14.0%
CC(N)C(=O)NC(C(=O)N1CCCC1C(=O)NC(c1ccccc1)c1ccccc1)C(C)C (centres undefined) | 2.6 | -2.3% | -8.0% | 6.1% | 11.5 | 3.2% | -3.2% | 2.4 | -9.2%
COc1ccc(CN2CCNC(=O)C2CC(=O)NC2CCOCC2)cc1C (centres undefined) | 5.6 | 0.8% | 5.1% | 4.4% | 5.6 | 28.9% | 12.5% | 3.0 | 4.5%
CCc1ccc(C(=O)CSc2nc3cc(S(=O)(=O)N4CCOCC4)ccc3n2CC)cc1 | -5.9 | 5.2% | 12.7% | -8.9% | -2.3 | 20.6µM* | 1.0% | 4.4 | -2.3%
O=S(=O)(Nc1ccccc1O)c1ccc(Cl)nc1 | 2.2 | -2.6% | -3.0% | 6.2% | 30.2 | ? | 1.8% | 3.7 | 3.0%
COC(=O)c1c(NC(=O)Cc2ccccc2)sc2c1CC(C)(C)NC2(C)C | ? | 16.6% | 3.0% | 1.6% | ? | 0.0% | -3.7% | -1.9 | -18.7%
CCCCc1ccc(S(N)(=O)=O)cc1 | 5.7 | 7.9% | -21.1% | -27.7% | 26.9 | 0.2% | 1.3% | 6.6 | 6.1%
CC(=O)C1=C(c2ccccc2)NC(=O)NC1c1ccc(O)c(O)c1 (centres undefined) | -12.2 | 8.2% | -80.4%[inhibitor] | 1.6% | 18.7 | 25.0% | 13.7% | 17.9 | 9.6%
CCCCCCNC(=O)Cc1ccc(Br)cc1 | 5.2 | 2.1% | -23.4% | 0.0% | -3.3 | 5.7% | -19.3% | -13.9 | -5.3%
CCN(CC)c1ccc2cc(C(=O)c3cccs3)c(=O)oc2c1 | 7.8 | -4.5% | · | -28.1% | -52.0* | ? | -0.8% | -3.8 | -3.9%
Cc1cc(OCC(=O)OCC(=O)Nc2ccc(Cl)cn2)ccc1Cl | 9.2 | -2.7% | ? | 24.7% | 11.8 | ? | -2.3%[9.24 µM] | 3.9 | 0.2%
CCC(=O)NC(=S)Nc1ccc(NC(=O)c2ccco2)c(Cl)c1 | 6.0 | 7.3% | 2.7% | -0.7% | -20.8 | -8.0% | -12.1% | -1.1 | 0.0%
CC(=O)c1ccc(NC(=S)NNC(=O)c2ccccc2[N+](=O)[O-])cc1 | -16.7 | -0.6% | 0.6% | 1.2% | -6.2 | 0.7% | ? | -2.3 | 24.0%
Cc1occc1C(=O)Nc1ccc2c(c1)OCO2 | 15.6 | -3.0% | -3.4% | -6.8% | -25.1 | -3.5% | -11.3% | -5.3 | -4.1%
COCCCNC(=S)N/N=C/c1ccc(O)cc1 | -29.4 | 3.0% | 13.8% | 1.7% | -25.1 | 2.0% | 13.2% | 8.2 | 0.4%
Cc1cc(C)c2c(CC(=O)O)coc2c1 | -3.9 | 20.4% | 1.8% | 11.9% | 5.7 | 5.5% | 11.1% | -7.4 | 8.5%
Cn1nccc1NC(=O)Nc1ccccc1 | -1.7 | -5.4% | -12.7% | -1.4% | 25.8 | 4.4% | -0.3% | -0.8 | -13.7%
CCCc1nc(SCC(=O)Nc2cc(C)on2)c2ccccc2n1 | 45.0 | 14.6% | ? | ? | ? | ? | -18.1% | 4.2 | -26.6%
CCOc1ccc(OCCC(=O)OCC(=O)Nc2cc(S(=O)(=O)N3CCOCC3)ccc2OC)cc1 | 0.6 | 2.4% | -8.3% | -6.4% | 9.9 | -7.3% | -2.1% | 4.5 | -1.2%
CC(=O)Nc1ccc(S(=O)(=O)Nc2cc(C)c(-n3nc4ccccc4n3)cc2O)cc1 | 17.8 | -3.0% | 6.1% | -9.8% | 6.9 | -3.5% | -8.0% | -1.9 | -23.7%
COC(=O)CCSC(=S)N1CCOCC1 | 0.5 | 4.8% | ? | 7.5% | · | -1.0% | 15.1% | -4.2 | ?
CCCN1C2CCCC1CC(NC(=S)Nc1cccc(C)c1C)C2 (centres undefined) | -15.4 | -1.7% | -1.9% | -17.1% | ? | -10.2% | -13.3% | -5.9 | -7.7%
COc1ccc(-c2csc(C(C)(O)c3cccnc3)n2)cn1 (centres undefined) | -11.2 | -3.6% | · | -2.2% | 48.8 | -24.4% | 15.3% | -7.8 | 1.4%
CCOc1ccc(N(Cc2cc3cc(OC)ccc3[nH]c2=O)S(C)(=O)=O)cc1 | -9.7 | 25.7% | -13.2% | 0.1% | -1.6 | 14.6µM* | -5.2% | -4.8 | ?
Cc1ccc(S(=O)(=O)N2CCCCC2)cc1NC(=O)COC(=O)Cc1ccc(Cl)cc1 | 22.7 | -1.5% | 1.8% | 23.2% | 12.2 | 0.0% | 0.7% | 8.7 | 2.3%
CN(C)C=NC(=O)c1ccc([N+](=O)[O-])c(CS(=O)(=O)c2ccc(Cl)cc2)c1 | 3.8 | -15.4% | 1.8% | -1.0% | -5.8 | 2.3% | -11.2% | -13.0 | -5.4%
COc1cc2ncnc(NCc3cccc(Cl)c3)c2cc1OC | 4.5 | 17.7% | 0.7% | -12.8% | -24.6 | -18.7% | -21.2% | -3.8 | -16.7%
COc1ccc(N2CCN(C(=O)c3ccc(C)cc3Cl)CC2)cc1 | -9.4 | -0.3% | -6.8% | -18.0% | -22.2 | ? | -21.9% | -4.5 | -0.8%[9.24 µM]
O=C(CCn1c2c(c3ccccc31)CCCC2)NNC(=O)c1ccc([N+](=O)[O-])cc1 | -14.4 | 0.9% | 3.3% | 0.9% | -1.8 | 12.1% | -1.0% | -3.8 | -1.0%
Cc1ccc(CN2C(=O)CCC2C(=O)NC2CC2)cc1 (centres undefined) | -22.2 | 15.4% | -3.4% | 0.5% | 1.8 | ? | 19.3% | 4.5 | -2.9%
Nc1ncnc2c1ncn2[C@@H]1O[C@H](CNS(=O)(=O)CCCCl)[C@@H](O)[C@H]1O | -21.0 | 7.7% | -2.9% | 0.0% | 3.5 | 0.0% | 9.0% | 2.8 | 8.7%
CCc1nc(C)cn1S(=O)(=O)c1cc(Cl)c(OC)cc1Cl | 29.3 | 17.3% | 15.1% | -18.0% | 24.4 | -0.2% | -25.1% | -0.1 | -2.7%
CCSc1ccc(C(=O)Nc2ccc(Br)cn2)cc1[N+](=O)[O-] | 7.7 | -2.4% | 14.7% | 3.2% | -28.0 | 12.0% | -16.7% | 1.1 | -9.0%
CC(=O)Nc1ccc(NC(C)=O)s1 | -4.0 | 22.2% | -3.8%[9.22 µM] | 8.8% | 19.8 | 5.7% | 15.7% | -7.9 | -7.1%
O=c1c(/C=N/Nc2ccccc2)c(Sc2nnnn2-c2ccccc2)nc2ccccn12 | -10.2 | -4.1% | 0.3% | 6.3% | 50.5 | -15.0% | 10.3% | -20.9 | 17.0%
S=c1[nH]nc(-c2ccccc2)n1/N=C/C=C/c1ccco1 | -24.4 | -1.2% | -9.3% | 5.1% | 9.6 | 4.7% | 7.4% | -14.0 | -0.1%
CSCC[C@@H](C(=O)NCCCCCCCCCCC(=O)N1CCNCC1)n1cc(CCO)nn1 | -28.1 | 5.9% | -4.0% | 16.2% | 14.4 | -2.8% | 2.8% | 7.3 | 6.5%
N/C(=N\N=C\c1ccnc2ccccc12)SC1CC(=O)N(c2ccc(Br)cc2)C1=O (centres undefined) | 0.0 | -1.4% | -0.5% | -0.2% | -0.4 | 18.9% | -12.9% | -1.6 | -1.4%

Taken from the results shown, two compounds:
SMILES | D3 antag | GLP1R ag | SW480 rerep | KB-3-1 tox | IL-1B inflam inh | KB-V1 MDR tox | HT1080NT lethal | D3 ag | HT1080 IDH1KD tx
CSCC[C@@H](C(=O)NCCCCCCCCCCC(=O)N1CCNCC1)n1cc(CCO)nn1 | -28.1 | 5.9% | -4.0% | 16.2% | 14.4 | -2.8% | 2.8% | 7.3 | 6.5%
N/C(=N\N=C\c1ccnc2ccccc12)SC1CC(=O)N(c2ccc(Br)cc2)C1=O (centres undefined) | 0.0 | -1.4% | -0.5% | -0.2% | -0.4 | 18.9% | -12.9% | -1.6 | -1.4%
